EPAC2 ag = activates human EPAC2 exchange factor | Q8WZA2 | Potency, µM (top dose mostly 154 µM), without a hit: at the highest dose activation, hits mostly activators | EPAC2 activation, biochemical qHTS; response scale: 100% = 6.5 mM cAMP response | actives 0.079% (n = 360,000); note: potency is the fitted concentration of half-maximal effect; nearly all actives have a fitted effect of over 50% in size
Target sequence (Q8WZA2 whole entry, looked up): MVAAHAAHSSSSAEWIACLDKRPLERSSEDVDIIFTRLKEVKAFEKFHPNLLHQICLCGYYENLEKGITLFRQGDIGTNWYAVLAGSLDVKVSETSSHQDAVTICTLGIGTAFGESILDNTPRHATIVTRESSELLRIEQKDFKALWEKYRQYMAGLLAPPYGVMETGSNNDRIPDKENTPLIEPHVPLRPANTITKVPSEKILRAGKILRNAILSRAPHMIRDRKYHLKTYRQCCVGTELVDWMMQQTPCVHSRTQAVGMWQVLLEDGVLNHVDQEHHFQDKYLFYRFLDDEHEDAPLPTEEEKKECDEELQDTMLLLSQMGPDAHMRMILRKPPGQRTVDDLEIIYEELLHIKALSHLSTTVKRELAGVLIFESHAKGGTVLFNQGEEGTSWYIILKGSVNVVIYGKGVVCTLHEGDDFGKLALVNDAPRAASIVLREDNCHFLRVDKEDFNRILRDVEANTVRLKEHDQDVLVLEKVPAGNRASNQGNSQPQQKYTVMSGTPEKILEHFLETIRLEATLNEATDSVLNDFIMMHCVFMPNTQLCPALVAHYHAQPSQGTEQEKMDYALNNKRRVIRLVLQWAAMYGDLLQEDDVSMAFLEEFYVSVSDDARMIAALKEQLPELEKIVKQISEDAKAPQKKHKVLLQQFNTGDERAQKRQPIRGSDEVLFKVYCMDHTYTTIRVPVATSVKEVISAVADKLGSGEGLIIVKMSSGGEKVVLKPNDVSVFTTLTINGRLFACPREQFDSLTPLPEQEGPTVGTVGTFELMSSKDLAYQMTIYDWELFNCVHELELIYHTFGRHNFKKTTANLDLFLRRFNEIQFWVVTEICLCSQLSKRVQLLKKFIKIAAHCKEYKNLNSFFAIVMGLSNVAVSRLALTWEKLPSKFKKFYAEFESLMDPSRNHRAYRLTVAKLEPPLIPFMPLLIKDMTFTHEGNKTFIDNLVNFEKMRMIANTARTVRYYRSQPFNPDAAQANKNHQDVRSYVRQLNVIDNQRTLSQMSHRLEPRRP
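Nucleotide exchange monitored as fluorescence drop when BODIPY-GDP leaves Rap1B. Reaction: 100 nM EPAC2, 250 nM RAP1B-BODIPY-GDP, 50 uM GDP, room temperature, kinetic read over 30 min. Activity expressed relative to 6.5 mM cAMP.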
A549 tox = kills or reduces viability of A549 cells in Nrf2 counter-screen; actives 0.16% (n = 390,000); Potency, µM (series often up to 46 µM), for the others: at the top dose activity change, negative = cytotoxicity, most hits filed as inhibitors; A549 ARE-Fluc cells, CellTiter-Fluor viability, 18-24 h; AID 504648; note: potency is the fitted concentration of half-maximal effect; % is set by controls: 0 for no effect and ±100 for the full control effect
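Cytotoxicity counterscreen: CellTiter-Fluor fluorescence was measured in A549 ARE_Fluc cells after 18-24 h of compound exposure in a concentration series. The subsequent BugLite luminescent read reports ARE-luciferase activity.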
ATXN viability = reduces viability in counter-screen for ATXN expression inhibitors; S2 cells (HEK-293 line with an ATXN2-luciferase reporter) viability, CellTiter-Fluor protease fluorescence, 24 h; Potency, µM (titrated, usually from 56.7 µM), actives largely listed as cytotoxic; actives 0.49% (n = 400,000); note: potency is the fitted concentration of half-maximal effect; nearly all actives have a fitted effect of over 40% in size
ATXN2 expr inh = ATXN2 expression inhibition; HEK-293 ATXN2-luciferase reporter, luminescence, 24 h; Potency, µM (highest dose often 57 µM), inactives show at the top dose activity change, negative = inhibition, most hits filed as inhibitors; actives 0.72% (n = 360,000); AID 1745845; note: potency is the fitted concentration of half-maximal effect; % is set by controls: 0 for no effect and ±100 for the full control effect; nearly all actives have a fitted effect of over 55% in size
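qHTS (up to 57 uM final) was run with 24 h compound exposure of reporter cells at 37 °C. Each well was multiplexed: SteadyGlo luminescence measured ATXN2-luciferase expression after a fluorogenic Gly-Phe-AFC viability readout (25 uM final).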
Nrf2 inh = Nrf2 pathway inhibition; A549 ARE-Fluc reporter, luciferase luminescence, 18-24 h; Potency, µM (doses to about 46 µM), for inactives: at the highest dose activity change, negative = inhibition, hits mostly inhibitors; actives 2.1% (n = 360,000); AID 504444; note: potency is the fitted concentration of half-maximal effect; % is set by controls: 0 for no effect and ±100 for the full control effect; nearly all actives have a fitted effect of over 60% in size
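In this cell-based qHTS, ARE-driven firefly luciferase in A549 cells reports Nrf2 activity; the luminescent signal after BugLite lysis is the measured value, with a prior CellTiter-Fluor read for cell health.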
IL-2 act = IL-2 activation; IL-2 activation reporter assay, cell-based qHTS; stimulated with anti-CD3/CD4/CD28 beads; in transgenic mouse T cells; activation, % (series mostly up to about 46 µM); actives 0.065% (n = 360,000); AID 652025; in the data active = activation above about 50%; inconclusive = mostly about 30% to 49%; note: 0% is about no effect
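Unstimulated transgenic mouse T cells, 750 per well, received compound and, after 60 minutes, anti-CD3/anti-CD4 bead plus anti-CD28 stimulation. EGFP and DsRed were quantified after 18 hours.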
Nrf2 ARE act = activates Nrf2 signaling; AID 624171; AREc32 ARE-luciferase reporter (MCF7-derived line), luminescence, 24 h; Potency, µM (doses to about 46.1 µM), for inactives: top-dose activation, usual class: activators; actives 0.31% (n = 410,000); note: potency is the fitted concentration of half-maximal effect; % of control where 0% means no effect; nearly all actives have a fitted effect of over 65% in size
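AREc32 cells carrying an ARE-driven firefly luciferase reporter were seeded at 1000 cells/well in OPTI-MEM with 5% FBS, then exposed to compound for 24 hr at 37 deg C. Luminescence was read with Steady-Glo after 30 min at RT.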
HepG2 viability = counter-screen for TGF-b inhibitors: cytotoxicity in HepG2 cells | actives 0.76% (n = 410,000) | HepG2 CAGA-GFP viability, ATP luminescence, 18 h | Potency, µM (doses to about 46.1 µM), inactives show at the top dose activity change, negative = cytotoxicity, actives largely listed as cytotoxic | AID 588856; note: potency is the fitted concentration of half-maximal effect; some results filed as inactive show a strong effect at the top dose
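CellTiter-Glo luminescence gave cytotoxicity after 18 hours at 37 degrees C. The cells were HepG2 CAGA-GFP in 1% FBS DMEM, stimulated with 500 pg/mL TGF-beta after compound addition. %Activity was normalised to no-cell wells (complete cell-killing) and DMSO (no toxicity), and curves were fitted and classified.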
TGFb inhibitor = inhibitors of TGF-b signaling; HepG2 CAGA-GFP TGF-b/SMAD3 reporter, GFP fluorescence, 18 h; TGF-beta stimulated, 500 pg/mL final; Potency, µM (series often up to 46.1 µM), for inactives: at the top dose activity, negative = inhibition, hits mostly inhibitors; actives 1.2% (n = 410,000); AID 588855; note: potency is the fitted concentration of half-maximal effect; % is set by controls: 0 for no effect and ±100 for the full control effect; nearly all actives have a fitted effect of over 65% in size
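Using HEPG2 CAGA-GFP reporter cells at 1000 cells/well, we pinned test compounds, stimulated with recombinant TGF-beta (500 pg/mL final) and measured total well GFP after 18 h.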
Starred values were filed as active, the others as inactive; i = inactive; u = inconclusive; x = not tested or not shown; & = joins results of further samples; [ ] = dose if it differs, or a comment. Unless noted, calls come from the whole dose curve; as a rule, active = well fitted curve in the direction sought with a large enough effect; inconclusive = small, poorly fitted or top-dose-only effect, or another doubt; inactive = no such curve, though single readings can be large; an effect the other way counts as inactive or inconclusive.

1	CCOC(=O)c1ccc(CNC(=O)C(Cc2c[nH]c3ccccc23)NC(C)=O)o1 (stereo not given)
2	Cc1c(C(=O)N/N=C/c2ccc(-c3ccccc3[N+](=O)[O-])o2)sc(N)c1C#N
3	CCCCNC(=O)C1CCCN1C(=O)Nc1ccccc1 (stereo not given)
4	CCN(CC)c1ccc(NC(=O)c2ccc(NC(=O)C3CCCO3)cc2)c(C)c1 (stereo not given)
5	C=CCNC(=O)CC(=O)N/N=C/c1ccc(C(=O)OC)cc1
6	O=C(NCc1ccco1)C(c1ccc(F)cc1)N(Cc1cccnc1)C(=O)Cn1nnc2ccccc21 (stereo not given)
7	COCCNc1nnc(SCC(=O)NNC(=O)c2ccco2)s1
8	COCCNC(=O)C1(C)CCN(C(=O)c2nc(C)oc2C)C1 (stereo not given)

Assay by compound	1	2	3	4	5	6	7	8
EPAC2 ag	4%	-1%	3%	-5%	15%	15%	3%	-2%
A549 tox	-6%	-5%	-4%	-11%	1%	-3%	-4%	x
ATXN viability	i	i	i	i	i	i	i	i
ATXN2 expr inh	1%	-20%	2%	3%	-5%	2%	0%	8%
Nrf2 inh	9%	5%	-8%	u	x	x	3%	x
IL-2 act	-1.2	0.7	-1.1	-0.6	-0.7	0.5	0.0	-0.4
Nrf2 ARE act	0.0%	26%	0.3%	0.2%	1.9%	0.3%	-0.1%	0.1%
HepG2 viability	9%	-39%	0%	-13%	-23%	0%	-1%	7%
TGFb inhibitor	-28%	5µM*	-4%	0%	-6%	12%	0%	22%

Printed as active in TGFb inhibitor, of those listed so far:
nr	Structure	EPAC2 ag	Nrf2 inh	IL-2 act	TGFb inhibitor
2	Cc1c(C(=O)N/N=C/c2ccc(-c3ccccc3[N+](=O)[O-])o2)sc(N)c1C#N	-1%	5%	0.7	5µM*

Another view of 2 compounds above:
#5 C=CCNC(=O)CC(=O)N/N=C/c1ccc(C(=O)OC)cc1
  EPAC2 ag: 15%; A549 tox: 1%; ATXN viability: i; ATXN2 expr inh: -5%; Nrf2 inh: x; IL-2 act: -0.7; Nrf2 ARE act: 1.9%; HepG2 viability: -23%; TGFb inhibitor: -6%
#6 O=C(NCc1ccco1)C(c1ccc(F)cc1)N(Cc1cccnc1)C(=O)Cn1nnc2ccccc21 (stereo not given)
  EPAC2 ag: 15%; A549 tox: -3%; ATXN viability: i; ATXN2 expr inh: 2%; Nrf2 inh: x; IL-2 act: 0.5; Nrf2 ARE act: 0.3%; HepG2 viability: 0%; TGFb inhibitor: 12%

Further results.
9	CCOC(=O)c1c(C)[nH]c2ccc(O)cc12
10	CC(C)(C)OC(=O)N[C@@H](Cc1ccccc1)C(=O)N[C@@H](CO)[C@H](O)[C@@H]1C[C@@H]1C(=O)NC1CC1
11	CCOC(=O)c1c(NC(=O)Nc2ccc(F)cc2)sc2c1CCN(C)C2
12	CN1C(=O)Cc2cc(S(=O)(=O)CCC(=O)Nc3ccccc3)ccc21
13	Cc1cc(C)cc(NC(=S)N(Cc2cccc(Br)c2)CC2CCC(C(=O)O)CC2)c1 (stereo not given)
14	CCOc1ccc(CCNC(=O)COC(=O)c2cccc(S(=O)(=O)N3CCCCC3)c2)cc1OCC
15	Cc1ccc(C)c(Nc2nnc(-c3ccc(C)c(S(=O)(=O)NCC4CCCO4)c3)c3ccccc23)c1 (stereo not given)
16	O=C(Nc1ccccc1N1CCOCC1)c1ccc2ccccc2n1

Assay by compound	9	10	11	12	13	14	15	16
EPAC2 ag	4%	-5%	-10%	x	1%	13%	x	20%
A549 tox	-9%	0%	-2%	-14%	-2%	4%	-12%	-6%
ATXN viability	i	i	i	i	u	i	u	i
ATXN2 expr inh	2%	1%	u	6%	x	-4%	u	16%
Nrf2 inh	1%	6%	u	u	-5%	2%	23µM*	u
IL-2 act	-1.5	-1.8	-0.9	x	4.5	-0.5	x	-3.9
Nrf2 ARE act	2.9%	-0.2%	4.0%	-0.9%	-0.6%	0.2%	5.0%	9.3%
HepG2 viability	-26%	11%	3%	-13%	11%	-9%	3%	-13%
TGFb inhibitor	0%	-28%	-11%	-8%	8%	-11%	u	2%

17	COc1ccc(/C=N/NC(=O)c2ccc(Cl)c(S(N)(=O)=O)c2)cc1OCC(N)=O
18	CNC(=O)NC(=O)COc1ccc2oc3c(c2c1)CCCC3
19	O=C(c1ccco1)N1CCN(S(=O)(=O)c2cccs2)CC1
20	Cc1cccc(NC(=S)N2CCCN(c3ncccc3[N+](=O)[O-])CC2)c1
21	CC(C)NS(=O)(=O)c1ccc(NC(=O)CCc2ccccc2)cc1
22	CCOCCc1nnc(NC(=O)Cc2ccccc2)s1
23	Cc1cccc(-c2nc(C)c(CCNC(=O)c3cccs3)s2)c1
24	NNC(=O)c1nnn(-c2nonc2N)c1CN1CCc2ccccc2C1

Assay by compound	17	18	19	20	21	22	23	24
EPAC2 ag	3%	11%	9%	9%	2%	-3%	x	10%
A549 tox	2%	1%	1%	-8%	10%	-8%	-1%	3%
ATXN viability	i	i	i	i	i	i	u	i
ATXN2 expr inh	-3%	53%[activator]	2%	21%	-7%	4%	7%	-12%
Nrf2 inh	-2%	10%	u	-6%	u	-15%	x	-1%
IL-2 act	-2.5	1.9	0.7	0.5	-0.9	0.1	x	-0.2
Nrf2 ARE act	3.4%	4.1%	0.2%	-0.5%	-0.6%	-0.3%	4.7%	-0.2%
HepG2 viability	1%	0%	0%	4%	0%	5%	-20%	-7%
TGFb inhibitor	11%	-3%	7%	-6%	-2%	-7%	-2%	1%

25	CC1CN(Cc2ccccc2)C(=S)NC1=O (stereo not given)
26	COc1ccccc1CNC(=O)c1cc2ccccc2oc1=O
27	Cc1ccc(OCC(=O)Nc2ccc(-c3nnc(-c4ccco4)o3)cc2)cc1
28	Fc1ccc(-c2nnc3ccc(N4CCc5ccccc5C4)nn23)cc1
29	Cc1ccc(NC(=O)CCN2CC(C)OC(C)C2)cc1 (stereo not given)
30	CCCc1ccc(OCC(O)CN2CCN(c3ccccn3)CC2)cc1 (stereo not given)
31	COc1ccc(C)cc1N(CC(=O)N1CCCCCC1)S(=O)(=O)c1ccc(C)cc1
32	Cc1ccccc1Cn1c(Oc2ccccc2F)nc2c1c(=O)n(C)c(=O)n2C

Assay by compound	25	26	27	28	29	30	31	32
EPAC2 ag	3%	0%	4%	-5%	-13%	5%	0%	x
A549 tox	-2%	-2%	-3%	-1%	2%	3%	-11%	-6%
ATXN viability	i	i	i	x	i	i	u	i
ATXN2 expr inh	-4%	10%	-1%	32µM*	4%	-16%	3%	3%
Nrf2 inh	-6%	3%	u	u	3%	-26%	-1%	x
IL-2 act	-4.2	-1.3	-0.1	-4.4	-1.5	-1.5	-1.9	x
Nrf2 ARE act	-0.5%	0.1%	2.4%	5.0%	0.1%	-0.7%	-0.5%	0.3%
HepG2 viability	1%	9%	-6%	1%	9%	-15%	-24%	7%
TGFb inhibitor	-28%	15%	8%	20%	5%	-6%	-2%	12%

Individual results from the results shown.
compound 25 | Nrf2 ARE act: -0.5%
compound 26 | EPAC2 ag: 0%
compound 29 | TGFb inhibitor: 5%
compound 28 | TGFb inhibitor: 20%
compound 31 | A549 tox: -11%

The listing continues:
33	CC(=O)Cc1nsc(NC(=O)C2Cc3ccccc3C(=O)O2)n1 (stereo not given)
34	CN1C(CCl)Nc2cc(Cl)c(S(N)(=O)=O)cc2S1(=O)=O (stereo not given)
35	CCOc1ccc(N(CC(=O)NC2CCCCC2)C(=O)CNC(=O)c2cccs2)cc1
36	COc1ccc(OC)c(S(=O)(=O)NCCc2sc(C)nc2C)c1
37	COC(CNC(=O)CNC(=S)N(CCCN1CCOCC1)Cc1cccs1)OC
38	CCCC1=Nc2cc(C(=O)NCC(C)c3ccccc3)ccc2Sc2ccccc21 (stereo not given)
39	O=S(=O)(N/N=C/c1ccc(N2CCOCC2)cc1)c1ccccc1
40	COc1ccccc1C(=O)NC(=S)N1CCCc2ccccc21

Assay by compound	33	34	35	36	37	38	39	40
EPAC2 ag	3%	3%	6%	x	9%	x	2%	5%
A549 tox	2%	2%	-1%	-1%	-3%	-4%	2%	-11%
ATXN viability	i	i	i	i	i	u	u	i
ATXN2 expr inh	-9%	1%&3%	-16%	3%	-25%	u	-16%	69%[activator]
Nrf2 inh	20%	u	-14%	x	-7%	u	8%	x
IL-2 act	-0.5	-0.7	-2.9	x	0.4	x	8.1	-0.2
Nrf2 ARE act	-0.4%	-0.3%	-0.9%	-1.8%	0.5%	-0.1%	0.4%	11%
HepG2 viability	0%	3%	-13%	-4%	2%	-30%	4%	-21%
TGFb inhibitor	1%	-3%	12%	2%	10%	0%	-1%	-4%

Some of the entries so far, tab-delimited:
No.	compound	EPAC2 ag	A549 tox	ATXN viability	ATXN2 expr inh	Nrf2 inh	IL-2 act	Nrf2 ARE act	HepG2 viability	TGFb inhibitor
11	CCOC(=O)c1c(NC(=O)Nc2ccc(F)cc2)sc2c1CCN(C)C2	-10%	-2%	i	u	u	-0.9	4.0%	3%	-11%
22	CCOCCc1nnc(NC(=O)Cc2ccccc2)s1	-3%	-8%	i	4%	-15%	0.1	-0.3%	5%	-7%
21	CC(C)NS(=O)(=O)c1ccc(NC(=O)CCc2ccccc2)cc1	2%	10%	i	-7%	u	-0.9	-0.6%	0%	-2%
